Screening results: PubChem, several laboratories
hK5 inh – inhibitors of human kallikrein 5 | inhibition, % at 5 µM | AID 873 | recombinant hK5, fluorogenic AMC substrate cleavage | 0.59% of 210,000 active | Q9Y337;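 active = inhibition of 40% or more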;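 note: 0% = enzyme controls without compound and 100% = no-enzyme blanks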
Target sequence (Q9Y337 67-293 limits assumed): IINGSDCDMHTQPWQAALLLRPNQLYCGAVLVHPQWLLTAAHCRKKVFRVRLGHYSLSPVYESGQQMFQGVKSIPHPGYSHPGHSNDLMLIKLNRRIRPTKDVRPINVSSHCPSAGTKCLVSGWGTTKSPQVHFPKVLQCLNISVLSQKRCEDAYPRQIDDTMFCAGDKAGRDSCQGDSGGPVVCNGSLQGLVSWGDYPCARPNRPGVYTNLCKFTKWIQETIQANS
p97 ATPase inh – inhibitors of human p97 ATPase; 0.42% of 220,000 active; recombinant p97 ATPase, Kinase-Glo ATP luminescence, 3 h; AID 1481; inhibition, % at 8 µM; in the data active = inhibition above about 15%;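 note: 0% = DMSO vehicle and 100% = wells lacking enzyme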
thrombin 1536 – inhibitors of human thrombin; alpha-thrombin, Boc-VPR-AMC fluorogenic substrate cleavage; P00734; inhibition, % at 5 µM; 0.26% of 220,000 active;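 active = inhibition at or above 40%; inactive = inhibition below 40%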;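 note: 0% = enzyme with no compound and 100% = wells without enzyme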
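signal = AMC fluorescence, 355/460 nm | material = human alpha-thrombin enzyme | control set = enzyme without compound as high, wells lacking enzyme as low | times = reaction at room temperature | read-out basis = percent inhibition scaled between no-compound controls and no-enzyme blanks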
PERK inh – human PERK inhibition, primary cell-based screen. CHO PERK-DD fusion, SEAP luminescence translation reporter. inhibition, % at 5.6 µM. 0.17% of 220,000 active;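 active = inhibition above the mean inhibition of all tested compounds plus 3 SD, set separately per screening campaign, cut at about 2.9% in these data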;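 note: PERK kinase domain activated by AP20187 dimerizer at 100 nM; 0% = DMSO with dimerizer and 100% = rapamycin at 8.4 µM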
FXIIa inh 1536 – inhibitors of human coagulation factor XIIa. P00748. inhibition, % at 5 µM. 0.3% of 220,000 active. AID 800. purified FXIIa, Boc-QGR-AMC fluorogenic substrate, 2 h; in the data active = inhibition above about 40%;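 note: 0% = enzyme with no compound and 100% = blank without enzyme; many of its hits are not listed in these tables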
Target sequence (P00748 20-372 limits assumed): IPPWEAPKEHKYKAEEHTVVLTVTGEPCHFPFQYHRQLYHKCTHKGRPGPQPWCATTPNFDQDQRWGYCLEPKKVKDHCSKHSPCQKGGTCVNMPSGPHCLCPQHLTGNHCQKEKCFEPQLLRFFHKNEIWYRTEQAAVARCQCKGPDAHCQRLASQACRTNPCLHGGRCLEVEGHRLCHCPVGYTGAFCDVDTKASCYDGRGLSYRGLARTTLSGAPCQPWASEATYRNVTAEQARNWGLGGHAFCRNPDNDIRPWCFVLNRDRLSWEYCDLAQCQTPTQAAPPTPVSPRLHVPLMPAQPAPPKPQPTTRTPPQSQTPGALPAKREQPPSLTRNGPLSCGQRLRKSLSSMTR
Target sequence (P00748 373-615 limits assumed): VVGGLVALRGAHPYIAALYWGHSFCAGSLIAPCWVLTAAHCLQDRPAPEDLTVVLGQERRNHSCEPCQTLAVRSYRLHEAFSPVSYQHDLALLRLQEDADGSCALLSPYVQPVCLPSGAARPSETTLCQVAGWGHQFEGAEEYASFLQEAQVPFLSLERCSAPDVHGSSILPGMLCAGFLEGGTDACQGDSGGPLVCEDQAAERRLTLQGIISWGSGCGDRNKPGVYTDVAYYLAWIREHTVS
Cl transport mod – modulators of human KCC2 chloride dependent transport; KCC2 cells, thallium flux FluoZin-2 fluorescence; 2.2% of 190,000 active; B-score of Tl+ flux slope (higher = more flux/activation; lower = inhibition) at 10 µM; Q9H2X9;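 active = thallium flux slope and its plate-corrected score both differing from the plate sample mean at a set confidence after two filtering rounds, in either direction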;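 note: slope of fluorescence scaled to starting intensity during 10 to 20 s after thallium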
Wee1 stabilizer – human Wee1 degradation inhibition, primary screen | P30291 | HeLa Luc-Wee1K328M stability, luciferase luminescence; 100% = proteasome inhibitor MG132 effect | reporter increase, % at 5 µM | 1.2% of 220,000 active | AID 1321;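 active = activation above the mean of all tested compounds plus 3 SD, set per screening run, cut at about 8.8% in these data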;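 note: cells exposed to compound for 20 h before luminescence read; 0% = DMSO alone and 100% = MG132 at 30 µM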
FXIa inh – blocks human coagulation factor XIa protease activity; P03951; purified FXIa, Boc-Glu-Ala-Arg-AMC fluorogenic substrate; inhibition, % at 5 µM; 0.14% of 220,000 active; AID 798;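 active = inhibition of at least 40%; inactive = inhibition below 40%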;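 note: fluorescence of freed AMC excited at 355 nm; 0% = enzyme without compound and 100% = no enzyme blank; many of its hits are not listed in these tables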
Furin inhibitor – human furin inhibition | P09958 | purified furin, fluorogenic substrate cleavage | inhibition, % at 30 µM | 0.061% of 220,000 active | AID 463115; in the data active = inhibition above about 25%; note: inactives centre near -15
Numbers without * were called inactive; . = no result given; [ ] = dose if it differs, or a comment.

cpd	hK5 inh	p97 ATPase inh	thrombin 1536	PERK inh	FXIIa inh 1536	Cl transport mod	Wee1 stabilizer	FXIa inh	Furin inhibitor	Compound
1	23	2	-6	-0.6	17	0.13	0	9	0[20 µM]	CCC(C)(C)n1nnnc1CN1CCC(NC(=O)c2ccc(Br)cc2)CC1
2	-1	-1	-6	-1.9	-3	-3	-1	-10	-17	COc1ccc2occ(C(=O)c3coc4ccc(O)c(CN(C)C)c34)c2c1
3	-6	0	1	0.0	15	0.2	4	4	-13	Cc1ccc2oc(=O)c3cnn(CC(=O)N4CCCc5ccccc54)c3c2c1
4	6	-5	3	-1.1	3	-0.52	-1	5	-19	CCCCN1C(=O)c2ccccc2C1C(=O)NC1CCCC1 (stereo not drawn)
5	0	1	-2	0.8	10	5*	-3	4	-4	CCNC(=S)N=Nc1c(O)[nH]c2ccc([N+](=O)[O-])cc12
6	2	1	-4	0.4	3	0.63	-3	-5	-10[20 µM]	CN(c1ccccc1C(=O)Nc1ccc2c(c1)OCCO2)S(C)(=O)=O
7	3	-5	3	0.4	8	1.6	24*	4	-2	Cc1cccc(NC(=O)c2cnc3sccn3c2=O)c1
8	.	1	-6	0.9	9	0.43	-1	-1	-21	COc1ccc(C(=O)NCCN2CCOCC2)c(OC)c1OC
9	-7	0	-4	-0.1	-3	-1.4	-1	-5	-19[20 µM]	Cc1c(CC(C)C)nc(N)c(C#N)c1-c1ccccc1
10	-1	-8	-22	-0.3	7	.	0	-5	-23	CCN1CCN(C(=O)c2ccc(-c3nc4ccccc4s3)s2)CC1
11	11	7	1	2.0	15	0.86	3	3	-7	Cc1ccc(CNC(=O)Cn2ccc3ccccc3c2=O)o1
12	-2	1	-1	0.4	11	0.88	0	-2	-29[20 µM]	COc1cc(C(=O)NCc2ccco2)cc(OC)c1OC
13	1	-5	-4	0.6	12	0.22	-1	0	-12	O=C(O)CCC(=O)N1CCN(c2ccccn2)CC1
14	0	-3	16	-0.3	7	1.2	0	3	-3	Cc1ccc(NC(=S)NCC(C)C)cc1
15	0	-4	-3	-0.4	7	-0.1	-3	-1	-21	CCOC(=O)c1c(C)n(C)c2ccc(OCC(O)CN3CCC(C)CC3)cc12 (stereo not drawn)
16	-25	10	-8	0.6	12	0.37	2	11	-40	CC(C)(C)C(=O)Nc1cc(NC(=O)C(C)(C)C)cc(C(=O)Nc2cc(C(=O)O)cc(C(=O)O)c2)c1
17	0	4	5	0.1	9	.	-1	4	-13	COc1cc(NC(=O)C/C(C)=N/NC(=O)C(=O)NC2CCCCC2)c(OC)cc1Cl
18	-6	1	2	-0.6	6	.	-1	8	-10[20 µM]	Cc1ccccc1Cn1ccc(NC(=O)c2cnn3c(C(F)(F)F)cc(-c4ccco4)nc23)n1
19	-5	-3	-3	0.7	4	-0.24	1	7	-21	COC(=O)CC1=NN(c2ccc(OC)cc2)C(=O)/C1=C\c1ccc(Cl)cc1
20	-3	6	-3	0.7	-4	-0.33	2	-2	-20[20 µM]	COc1cccc(CNS(=O)(=O)c2cccc(S(=O)(=O)N3CCOCC3)c2)c1
21	-11	0	1	-2.0	16	-0.32	6	-2	-12[20 µM]	Cn1c(=N)n(CC(=O)c2ccc(Br)s2)c2ccccc21
22	-3	3	-4	0.5	-3	0.2	-2	-8	-25[20 µM]	CCOC(=O)C(C(=O)N(C)C)c1ncc(C(F)(F)F)cc1Cl (stereo not drawn)
23	1	3	0	-0.7	10	-0.14	1	-5	-19	CN(c1cccc(NC(=O)c2cccc([N+](=O)[O-])c2)c1)S(C)(=O)=O
24	-7	3	-7	0.6	-1	0.017	-1	-5	-26	CCN(CC)C(=O)C1CCCN(Cc2ccc(OC)c(C)c2)C1 (stereo not drawn)
25	-1	-2	-5	0.6	6	.	3	-3	-28	CCN1CCN(CC(=O)Nc2ccc3c(c2)OCCO3)C(=O)C1=O
26	1	4	2	-0.7	22	0.29	-2	15	-26[20 µM]	COc1ccc(N(CC(=O)Nc2ccccc2C(=O)NCc2ccco2)S(C)(=O)=O)cc1
27	0	-9	-3	-0.3	2	0.49	-2	-2	-21	CCC1CCCCN1Cc1nc(Cc2ccccc2Cl)no1 (stereo not drawn)
28	-7	4	-13	0.6	-6	-0.81	-4	-5	-14	Cc1cc(C)nc(SCCC(=O)Nc2ccc(F)cc2)n1
29	-2	2	-2	-0.7	8	1	1	10	-12[20 µM]	CCOC(=O)Cn1nc(-c2ccc(Cl)cc2)cc1N
30	2	8	0	-0.9	8	0.17	-1	-3	-16	O=C(c1ccc2c3c(cccc13)CC2)C1CCCN(C(=O)c2ccc(=O)[nH]c2)C1 (stereo not drawn)
31	-14	2	-6	1.1	11	1.5	2	0	-6[20 µM]	O=C(Cc1ccccc1)NNC(=O)c1cccs1
32	4	3	3	2.2	0	0.31	2	5	-15[20 µM]	Cc1cccc(NC(=S)Nc2ccc(Br)cc2)c1
33	4	13	0	-0.3	17	.	4	7	-24[20 µM]	Nc1nc(-c2ccc(F)cc2)cc(C(F)(F)F)n1
34	0	-3	-6	0.8	3	0.77	1	-7	-15[20 µM]	c1ccc(CC2CCN(Cc3nc(-c4ccccc4)no3)CC2)cc1
35	3	4	1	1.6	-9	.	1	2	-3	CCOC(=O)CSc1ncnc2c1nnn2-c1ccc(F)cc1
36	-15	6	-8	-0.2	5	-0.62	2	5	-23	CCc1cccc(C)c1NC(=O)C1CN(S(=O)(=O)c2ccccc2)CCN1S(=O)(=O)c1ccccc1 (stereo not drawn)
37	-19	7	2	0.9	14	-0.72	3	6	-12	NNc1nc2c(Cl)c(Cl)ccc2s1
38	-27	4	-1	0.7	-2	-0.11	0	-5	-22	CCN(CC)C(=O)C1CCCN(Cc2ccccc2F)C1 (stereo not drawn)
39	-7	6	-9	1.5	2	-0.23	-2	-7	-42	COCc1cc(C)nc(N2CCOCC2)c1C#N
40	-10	4	-4	-0.5	13	-0.59	-1	6	-3	O=C(CN1CCN(S(=O)(=O)c2ccc(Cl)cc2)CC1)Nc1ccc2c(c1)CCC2
41	1	-6	3	-1.7	13	0.79	-2	1	8[20 µM]	Cc1ccc(NC2=CC(=O)CCC2)cc1C
42	-21	6	3	0.4	18	1.2	-2	-1	-25[20 µM]	Cc1ccc(C)n1NC(=O)c1cccs1
43	-3	6	0	-0.9	6	-0.079	3	-2	-8	COc1ccc(Cl)cc1NC(=O)c1cc(-c2cc(C)ccc2O)n[nH]1
44	-12	-4	-1	-1.0	2	2.1	-1	-3	-7[20 µM]	CC1CCN(S(=O)(=O)c2ccc(NC(=O)CN3CCCC(C)C3)cc2)CC1 (stereo not drawn)
45	-1	4	-11	0.5	-1	-0.86	1	-1	-14	COc1cccc(C2=NOC(C(=O)Nc3c(C)n(C)n(-c4ccccc4)c3=O)C2)c1 (stereo not drawn)
46	4	-2	0	0.6	14	.	1	-385	-2	Cc1ccc(CN2C(=O)CCC2C(=O)NC(C)C)cc1 (stereo not drawn)
47	7	-8	0	0.7	8	0.83	-2	-1	-20[20 µM]	CCc1ccc(C(=O)Nc2ccc(S(=O)(=O)Nc3nc(C)cc(C)n3)cc2)o1
48	-16	6	1	-0.2	12	.	-2	1	2[20 µM]	O=C(c1ccccc1)c1ccncc1
49	3	.	-1	.	5	-1.2	.	3	-35	COc1ccc(-c2cc(C(=O)Nc3cc(OC)cc(C(=O)Nc4cccc(C(F)(F)F)c4)c3)[nH]n2)cc1
50	47*	1	16	-0.4	2	0.89	-1	12	-11[20 µM]	Cc1ccc2[nH]c(=O)c(N3CCOCC3)c(-c3ccccc3)c2c1

New compounds follow.
cpd	hK5 inh	p97 ATPase inh	thrombin 1536	PERK inh	FXIIa inh 1536	Cl transport mod	Wee1 stabilizer	FXIa inh	Furin inhibitor	Compound
51	0	-3	4	0.4	24	0.1	0	8	1[20 µM]	Cc1ccc(C)c(S(=O)(=O)NCc2ccc(C(=O)N3CCC(Cc4ccccc4)CC3)cc2)c1
52	-4	0	-9	-0.3	6	-0.64	-1	-5	-24	CC(C)CNC(=S)N1CCN(c2nc3ccccc3s2)CC1
53	-2	1	-2	0.0	7	-1.9	-2	1	-21	COc1ccc(-c2csc(NS(=O)(=O)c3ccc([N+](=O)[O-])cc3)n2)cc1
54	4	3	-3	0.4	-2	0.086	2	-5	-16[20 µM]	COc1ccc2nc(C)cc(SCC(=O)NNC(=O)COc3ccc(C)cc3)c2c1
55	4	1	-7	-0.1	.	-0.19	1	1	-23	CCCSc1nc2cc(C)c(C)cc2n1CC(C)O (stereo not drawn)

In the list so far, 8 contain a Cl atom:
cpd	hK5 inh	p97 ATPase inh	thrombin 1536	PERK inh	FXIIa inh 1536	Cl transport mod	Wee1 stabilizer	FXIa inh	Furin inhibitor	Compound
17	0	4	5	0.1	9	.	-1	4	-13	COc1cc(NC(=O)C/C(C)=N/NC(=O)C(=O)NC2CCCCC2)c(OC)cc1Cl
19	-5	-3	-3	0.7	4	-0.24	1	7	-21	COC(=O)CC1=NN(c2ccc(OC)cc2)C(=O)/C1=C\c1ccc(Cl)cc1
22	-3	3	-4	0.5	-3	0.2	-2	-8	-25[20 µM]	CCOC(=O)C(C(=O)N(C)C)c1ncc(C(F)(F)F)cc1Cl (stereo not drawn)
27	0	-9	-3	-0.3	2	0.49	-2	-2	-21	CCC1CCCCN1Cc1nc(Cc2ccccc2Cl)no1 (stereo not drawn)
29	-2	2	-2	-0.7	8	1	1	10	-12[20 µM]	CCOC(=O)Cn1nc(-c2ccc(Cl)cc2)cc1N
37	-19	7	2	0.9	14	-0.72	3	6	-12	NNc1nc2c(Cl)c(Cl)ccc2s1
40	-10	4	-4	-0.5	13	-0.59	-1	6	-3	O=C(CN1CCN(S(=O)(=O)c2ccc(Cl)cc2)CC1)Nc1ccc2c(c1)CCC2
43	-3	6	0	-0.9	6	-0.079	3	-2	-8	COc1ccc(Cl)cc1NC(=O)c1cc(-c2cc(C)ccc2O)n[nH]1
